# Source: PubChem
# Yeast superoxide – yeast age-related superoxide inhibition as caloric restriction mimetic | hit rate 0.18% among 330,000 | superoxide response (% of plate mean), % at 10 µM | S. cerevisiae aged cells, superoxide DHE fluorescence; stronger effect = lower value | AID 2690;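 active = superoxide response under a set limit, about three screen SD below normal, cut at about 65% in these data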;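 note: yeast aged for seven days with compound at 30 °C before DHE staining; 100% = average MFI of all compound-treated wells on the plate with controls excluded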
# CIT2-GFP yeast – yeast TOR pathway CIT2-GFP modulation | AID 2029 | hit rate 0.065% among 320,000 | S. cerevisiae CIT2-GFP strain, flow cytometry, 3 h; 100 means same as DMSO wells | GFP response vs DMSO, % at 10 µM;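 active = GFP response relative to DMSO above a set limit, near the screen mean plus 3 SD, cut at about 150% in these data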;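 note: ratio of well median GFP fluorescence to mean of DMSO wells on the plate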
# MEP2-GFP yeast – yeast TOR pathway MEP2-GFP modulation; S. cerevisiae MEP2-GFP strain, flow cytometry GFP, 3 h; 100% = DMSO control level; GFP response vs DMSO, % at 10 µM; hit rate 0.51% among 330,000; AID 2016;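 active = GFP response versus DMSO above a set limit, roughly screen mean plus 3 SD, cut at about 180% in these data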;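 note: median GFP fluorescence of the barcode-gated MEP2-GFP cells per well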
# AHR act – human AHR activation; AHR-responsive luciferase reporter cells, luminescence; activation, % at 5 µM; P35869; hit rate 2.5% among 320,000; in the data active = activation above about 47%;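 note: 0% = vehicle wells and 100% = reference agonist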
# Target sequence (P35869 whole entry, looked up): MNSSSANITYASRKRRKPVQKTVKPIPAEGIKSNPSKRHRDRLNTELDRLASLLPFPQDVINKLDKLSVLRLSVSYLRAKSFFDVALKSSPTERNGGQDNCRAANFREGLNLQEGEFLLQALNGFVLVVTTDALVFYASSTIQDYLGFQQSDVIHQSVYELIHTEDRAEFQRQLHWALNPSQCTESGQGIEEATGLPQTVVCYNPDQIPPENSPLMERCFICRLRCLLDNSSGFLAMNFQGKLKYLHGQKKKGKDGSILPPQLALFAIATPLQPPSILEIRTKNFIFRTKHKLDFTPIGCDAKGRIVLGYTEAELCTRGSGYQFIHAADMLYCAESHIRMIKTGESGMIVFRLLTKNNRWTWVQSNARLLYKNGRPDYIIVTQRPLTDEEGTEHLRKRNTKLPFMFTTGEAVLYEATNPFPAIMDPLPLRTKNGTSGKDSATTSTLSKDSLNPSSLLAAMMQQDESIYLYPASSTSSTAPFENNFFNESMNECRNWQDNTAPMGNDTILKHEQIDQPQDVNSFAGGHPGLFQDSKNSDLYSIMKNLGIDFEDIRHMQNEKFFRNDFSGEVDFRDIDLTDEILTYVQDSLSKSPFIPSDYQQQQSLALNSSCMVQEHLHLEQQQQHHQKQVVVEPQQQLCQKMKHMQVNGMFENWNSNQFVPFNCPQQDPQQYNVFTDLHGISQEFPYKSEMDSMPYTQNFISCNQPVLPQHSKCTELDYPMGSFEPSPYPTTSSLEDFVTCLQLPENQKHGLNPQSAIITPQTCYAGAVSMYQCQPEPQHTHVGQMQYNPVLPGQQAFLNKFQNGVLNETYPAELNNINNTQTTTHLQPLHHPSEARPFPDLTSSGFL
# RPL19A-GFP yeast – alters RPL19A-GFP fluorescence in TOR pathway yeast screen; S. cerevisiae RPL19A-GFP strain, flow cytometry, 3 h; stronger effect = lower value; percent response vs DMSO, % at 10 µM; hit rate 0.3% among 330,000; AID 2025;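 active = percent response vs DMSO below 50%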;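 note: median channel GFP fluorescence of the barcoded RPL19A-GFP strain; ratio of sample median GFP to plate DMSO average so 100% = DMSO; lower means less RPL19A-GFP as with rapamycin TOR inhibition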
# LAP4-GFP MLPCN – modulators of TOR pathway LAP4-GFP in S. cerevisiae | S. cerevisiae LAP4-GFP multiplex, flow cytometry GFP, 3 h; median GFP as percent of DMSO wells | GFP response vs DMSO, % at 10 µM | hit rate 0.34% among 320,000;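 active = GFP response vs DMSO above a set limit, about the screen mean plus 3 SD, cut at about 150% in these data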
# Efflux pump inh – inhibitors of Candida antifungal efflux pumps expressed in yeast; S. cerevisiae Candida pump triplex, Nile Red efflux; inhibition, % at 10 µM; hit rate 0.44% among 330,000;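 active = plate passing quality check with inhibition over a set limit, or well fluorescence over plate mean plus 4 SD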;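 note: Nile Red retained in pooled yeast measured as flow cytometry median fluorescence; 0% = buffer negative control and 100% = Enniatin B positive control; higher means more Nile Red kept so more efflux inhibition; some compounds called inactive have numbers as strong as hits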
# AGP1-GFP MLPCN – alters AGP1-GFP fluorescence in TOR pathway yeast screen. S. cerevisiae AGP1-GFP multiplex flow cytometry, 3 h; GFP as percent of DMSO wells. GFP response vs DMSO, % at 10 µM. hit rate 0.02% among 320,000. AID 2066;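 active = GFP response relative to DMSO above a set limit, near screen average plus 3 SD, cut at about 150% in these data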;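 note: median GFP channel fluorescence of the gated AGP1 strain per well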
# Starred values were filed as active, the others as inactive; / = not tested or not shown.
1	COc1ccc([C@H]2/C=C\CN(C(=O)C3CCCC3)[C@@H](C)C(=O)N2Cc2ccc(F)cc2)cc1
2	Cc1ccsc1CNC1CCCCC1
3	CC(Oc1cccc(Cl)c1)c1ccnc2nc(/N=C/N(C)C)nn12 (stereo not drawn)
4	O=C(COC(=O)CNS(=O)(=O)/C=C/c1ccccc1)Nc1cc(S(=O)(=O)N2CCCCC2)ccc1Cl
5	CC(=O)NC1C(=O)N(CC(C)C)c2ccccc21 (stereo not drawn)
6	CC(NCc1ccncc1)C12CC3CC(CC(C3)C1)C2 (stereo not drawn)
7	O=C(/C=C/c1ccccc1)OCC(=O)N1CCCC1
8	CCn1cnc2c1c(=O)n(CC(=O)OC(C)C(N)=O)c(=O)n2Cc1ccccc1 (stereo not drawn)
Compound	1	2	3	4	5	6	7	8
Yeast superoxide	99	95	100	92	112	78	112	114
CIT2-GFP yeast	89	89	102	104	86	105	82	103
MEP2-GFP yeast	94	88	106	101	107	102	94	101
AHR act	0	-2	8	0	-2	4	0	1
RPL19A-GFP yeast	98	95	99	102	95	101	93	108
LAP4-GFP MLPCN	109	84	98	98	90	100	92	81
Efflux pump inh	0.1	0.0	-0.1	0.0	0.0	0.0	0.1	0.1
AGP1-GFP MLPCN	90	81	104	102	107	104	91	103

9	Cc1ccc(-c2cc(=O)c3cc(F)ccc3[nH]2)cc1
10	Cc1nc(OCc2ccccc2)c2ccccc2n1
11	O=C1c2oc3ccccc3c(=O)c2C(c2cccnc2)N1CCCN1CCOCC1 (stereo not drawn)
12	Cc1ccc2nc(-c3ccncc3)cc(-c3ccccc3)c2c1
13	COc1ccc(CC(NC(C)=O)C(=O)N2CCN(C(=O)Nc3ccc(Cl)cc3)CC2)cc1OC (stereo not drawn)
14	O=C(OCc1nc2ccsc2c(=O)[nH]1)c1cccc(S(=O)(=O)N2CCOCC2)c1
15	O=c1oc2ccccc2n1Cc1ccccc1Cl
16	C/C(=N/OCO/N=C(\C)c1ccc(F)cc1F)c1ccc(F)cc1F
Compound	9	10	11	12	13	14	15	16
Yeast superoxide	96	88	100	126	77	101	96	102
CIT2-GFP yeast	72	87	96	106	111	111	103	99
MEP2-GFP yeast	97	98	100	100	106	96	98	102
AHR act	22	3	4	9	6	1	0	4
RPL19A-GFP yeast	96	92	96	98	100	98	97	100
LAP4-GFP MLPCN	128	104	92	110	107	99	96	96
Efflux pump inh	-0.2	-0.1	0.2	0.1	-0.2	0.1	0.0	0.1
AGP1-GFP MLPCN	82	93	91	93	108	104	91	99

17	CCC(C)c1ccccc1N1CC(C(=O)Nc2ccc(S(=O)(=O)N3CCOCC3)cc2)CC1=O (stereo not drawn)
18	CCSc1nnc2c(n1)[nH]c1c(C)cccc12
19	COc1cccc(-n2cnnn2)c1
20	Cc1cc2c(cc1C)CSC(c1ccccc1OC(=O)C(C)C)SC2
21	O=C(CSCc1ccc(Cl)cc1)N1CCN(Cc2ccc3c(c2)OCO3)CC1
22	COc1ccc(CN(C)CC(=O)Nc2ccc(Cl)cc2F)c(OC)c1
23	N#Cc1ccc(Oc2c(Cl)cncc2Cl)cc1
24	O=C(NC(=O)c1ccccc1)Nc1ccc(Cl)cn1
Compound	17	18	19	20	21	22	23	24
Yeast superoxide	97	76	90	95	96	98	91	123
CIT2-GFP yeast	104	85	95	106	101	104	103	94
MEP2-GFP yeast	105	95	92	109	90	103	115	102
AHR act	-3	53*	2	0	11	1	1	14
RPL19A-GFP yeast	103	89	99	101	97	98	103	103
LAP4-GFP MLPCN	100	125	98	106	79	102	99	94
Efflux pump inh	0.1	0.0	0.0	0.1	0.0	0.1	-0.1	0.4*
AGP1-GFP MLPCN	100	91	98	109	/	102	100	93

25	Cc1cccn2c(=O)c(C(=O)NC3CC(C)CC(C)(C)C3)c(O)nc12 (stereo not drawn)
26	COc1ccccc1C(CC(=O)Nc1ccccc1C)c1ccc(OC(C)C)cc1 (stereo not drawn)
27	CN1CC(=O)N(CC(=O)Nc2ccc(OCc3ccccc3)cc2)C1=O
28	CCOc1ccc(/C=C2\SC(=S)N(Nc3ccccc3)C2=O)cc1OC
29	Cc1ccc(O)c(C(=O)c2cnc3c(c2)c(-c2ccc(F)cc2)c(C#N)c(=O)n3C)c1
30	CN(C(=O)c1cccc(Nc2ccc(-c3ccc4c(c3)OCCO4)nn2)c1)C1CCCCC1
31	CCN(CC)S(=O)(=O)c1ccc(Cl)c(C(=O)Oc2cccc(-c3cnc4ccccc4n3)c2)c1
32	O=CN1CCC(=O)N(Cc2ccccc2)c2ccccc21
Compound	25	26	27	28	29	30	31	32
Yeast superoxide	93	93	111	93	104	100	110	118
CIT2-GFP yeast	103	105	85	95	103	95	94	102
MEP2-GFP yeast	102	105	99	96	113	96	102	101
AHR act	4	4	2	6	0	4	14	3
RPL19A-GFP yeast	104	103	95	97	101	93	102	102
LAP4-GFP MLPCN	116	88	98	100	110	90	104	96
Efflux pump inh	0.0	0.3	0.4	0.4	0.0	-0.1	0.2	0.1
AGP1-GFP MLPCN	104	103	97	96	104	95	110	104

# Some of the entries above in a different format:
(25) Cc1cccn2c(=O)c(C(=O)NC3CC(C)CC(C)(C)C3)c(O)nc12 (stereo not drawn)
- Yeast superoxide = 93
- CIT2-GFP yeast = 103
- MEP2-GFP yeast = 102
- AHR act = 4
- RPL19A-GFP yeast = 104
- LAP4-GFP MLPCN = 116
- Efflux pump inh = 0.0
- AGP1-GFP MLPCN = 104

(26) COc1ccccc1C(CC(=O)Nc1ccccc1C)c1ccc(OC(C)C)cc1 (stereo not drawn)
- Yeast superoxide = 93
- CIT2-GFP yeast = 105
- MEP2-GFP yeast = 105
- AHR act = 4
- RPL19A-GFP yeast = 103
- LAP4-GFP MLPCN = 88
- Efflux pump inh = 0.3
- AGP1-GFP MLPCN = 103

# The list goes on:
33	CCOCCCNC(=S)N(Cc1ccccc1)Cc1nc2ccccc2c(=O)[nH]1
34	COC(=O)CSc1nsc(SCC(=O)OC)n1
35	COc1ccc(-c2nc(C#N)c(NCc3ccccc3Cl)o2)cc1
36	Cc1ccc(C(=O)N/C(=C\c2sccc2C)C(=O)NCCCN2CCOCC2)cc1
37	N/C(=N\OC(=O)CC1CCCCC1)c1ccccn1
38	Cn1c(=O)c2ncn(CC(=O)NCCOc3ccccc3)c2n(C)c1=O
39	COc1cc(OC)cc(C(=O)NC(=S)N2CCCCC2c2cccnc2)c1 (stereo not drawn)
40	CCn1c(SCC(=O)Nc2ccc(OC)c(OC)c2)nnc1-c1cnccn1
Compound	33	34	35	36	37	38	39	40
Yeast superoxide	100	100	104	101	100	98	104	105
CIT2-GFP yeast	93	112	104	89	91	116	90	104
MEP2-GFP yeast	97	106	100	99	98	104	92	108
AHR act	-1	0	3	-1	1	-1	16	3
RPL19A-GFP yeast	100	106	/	104	92	100	93	97
LAP4-GFP MLPCN	90	105	97	111	94	101	98	91
Efflux pump inh	-0.2	-0.1	-0.8	0.3	0.1	0.1	-0.4	-0.1
AGP1-GFP MLPCN	98	108	99	99	91	105	94	96

# AHR act, what is marked active above.
item	compound	CIT2-GFP yeast	MEP2-GFP yeast	AHR act	RPL19A-GFP yeast	LAP4-GFP MLPCN	Efflux pump inh	AGP1-GFP MLPCN
18	CCSc1nnc2c(n1)[nH]c1c(C)cccc12	85	95	53*	89	125	0.0	91

# Compound profiles (already shown):
# CCOCCCNC(=S)N(Cc1ccccc1)Cc1nc2ccccc2c(=O)[nH]1 is listed as Yeast superoxide = 100; CIT2-GFP yeast = 93; MEP2-GFP yeast = 97; AHR act = -1; RPL19A-GFP yeast = 100; LAP4-GFP MLPCN = 90; Efflux pump inh = -0.2; AGP1-GFP MLPCN = 98
# Cn1c(=O)c2ncn(CC(=O)NCCOc3ccccc3)c2n(C)c1=O is listed as Yeast superoxide = 98; CIT2-GFP yeast = 116; MEP2-GFP yeast = 104; AHR act = -1; RPL19A-GFP yeast = 100; LAP4-GFP MLPCN = 101; Efflux pump inh = 0.1; AGP1-GFP MLPCN = 105
# N/C(=N\OC(=O)CC1CCCCC1)c1ccccn1 is listed as Yeast superoxide = 100; CIT2-GFP yeast = 91; MEP2-GFP yeast = 98; AHR act = 1; RPL19A-GFP yeast = 92; LAP4-GFP MLPCN = 94; Efflux pump inh = 0.1; AGP1-GFP MLPCN = 91

# Further records.
41	CCC(=O)c1ccc(OCC(=O)N2CCCC2)c(OC)c1
42	CCCc1cc(-c2nc(-c3ccc(C)cc3)cs2)ccn1
43	Cc1ccc(NC2OC(C(O)CO)C(O)C2O)cc1[N+](=O)[O-] (stereo not drawn)
44	CC(C)COC(=O)c1nnsc1NC(=O)Nc1ccccc1
45	CCN(CC)CC(=O)N1N=C(c2cccs2)CC1c1ccco1 (stereo not drawn)
46	CCc1sc(C(=O)Nc2cccnc2)cc1Br
47	O=C(C[C@H]1C/C=C\C[C@H](NC(=O)OCC2c3ccccc3-c3ccccc32)C(=O)OC[C@@H]2CCCN2C1=O)N[C@H](CO)Cc1ccccc1
48	O=C(c1ccc(-n2cnnn2)cc1)N1CCN(C(c2ccccc2)c2ccccc2)CC1
Compound	41	42	43	44	45	46	47	48
Yeast superoxide	103	90	93	110	95	102	88	95
CIT2-GFP yeast	102	94	106	92	100	96	111	108
MEP2-GFP yeast	108	105	104	93	104	101	102	108
AHR act	6	24	2	3	3	12	1	1
RPL19A-GFP yeast	102	104	102	92	100	98	103	105
LAP4-GFP MLPCN	102	96	99	95	100	97	104	120
Efflux pump inh	0.0	0.0	-0.1	0.1	-0.1	0.1	-0.1	0.1
AGP1-GFP MLPCN	100	97	101	92	101	89	110	94

49	CCOC(=O)c1ccc(NC(=O)c2nc[nH]c2C(=O)NC)cc1
50	Cc1ccc(/C=N/Nc2ccc(C(=O)O)cc2)o1
51	COc1ccc(S(=O)(=O)N2CCCCC2)cc1NC(=O)c1cccs1
52	C/C(=C\C(=O)Nc1cscc1C)C(=O)O
53	O=C(COC(=O)c1ccc(O)cc1O)c1ccc2c(c1)OCCO2
54	Cc1cccc(N(C(=O)CCC(=O)Nc2ccccn2)C(C(=O)NC(C)C)c2ccc(O)cc2)c1 (stereo not drawn)
55	CN(C)c1ccc(C(CNC(=O)c2ccc(C#N)cc2)c2c[nH]c3ccccc23)cc1 (stereo not drawn)
56	Cn1c(Cn2nnc(-c3ccccc3)n2)nnc1SCc1ccccc1Cl
Compound	49	50	51	52	53	54	55	56
Yeast superoxide	116	74	101	93	105	92	93	97
CIT2-GFP yeast	80	80	94	94	95	99	98	/
MEP2-GFP yeast	90	86	105	100	110	104	100	94
AHR act	26	9	-8	7	2	14	17	-1
RPL19A-GFP yeast	95	90	103	94	97	98	99	97
LAP4-GFP MLPCN	128	119	116	111	116	98	99	91
Efflux pump inh	-0.1	-0.1	0.1	-0.1	-0.2	0.1	-0.2	0.0
AGP1-GFP MLPCN	76	78	107	103	103	102	99	98

57	COc1ccc(OC)c(-n2cc3c(=O)n(C)c(=O)n(C)c3c2)c1
58	CCOc1ccccc1NC(=O)CCC(=O)O
59	C=CCN(C(=O)CNS(=O)(=O)c1ccccc1)C(C(=O)NCCOC)c1ccncc1 (stereo not drawn)
60	CC(C)(C)[C@@H]1C=C(C(=O)Nc2ccccc2)O[C@H](OCc2ccc(CO)cc2)C1
61	CN(C)S(=O)(=O)c1ccc(C(=O)NCc2ccco2)cc1
62	COc1ccc(NC(=O)CC2COc3ccccc3O2)c(OC)c1 (stereo not drawn)
63	COc1ccccc1Nc1nc(-c2c(C)[nH]c3ccccc23)cs1
64	Cc1ccc(C(=O)CN(CCCC(N)=O)C(=O)c2ccncc2)cc1
Compound	57	58	59	60	61	62	63	64
Yeast superoxide	91	115	99	104	98	97	114	104
CIT2-GFP yeast	101	102	87	88	100	96	91	97
MEP2-GFP yeast	98	106	100	102	102	87	96	102
AHR act	65*	-2	-1	7	-1	3	15	3
RPL19A-GFP yeast	100	107	96	100	96	96	93	99
LAP4-GFP MLPCN	99	95	/	106	98	94	102	98
Efflux pump inh	-0.1	0.0	-0.2	0.1	0.1	0.1	0.4	0.0
AGP1-GFP MLPCN	102	108	94	96	99	87	88	102
